# Assay outcomes deposited in PubChem by several laboratories.
# DDE Tn6 FP inh: disrupts Tn6 cyclic peptide binding to fibrin D-Dimer-E complex; P02675; Fibrin DD(E) TRITC-Tn6 fluorescence polarization displacement; inhibition, % at 8.3 µM; hit rate 0.21% among 370,000;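 active = inhibition above a per-campaign cutoff: mean of compounds within control limits plus 3 SD, cut at about 15% in these data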;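 also: 0% = median of all compound wells on the plate and 100% = blocking peptide control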
# ARFGAP1 inh: inhibitors of rat ARFGAP1; hit rate 0.26% among 360,000; Q62848; inhibition, % at 16.5 µM; Arfgap1-stimulated ARF1 GTP hydrolysis, GDP FP detection;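 active = inhibition above a per-plate limit, mean inhibition of low control wells plus 3 SD, cut at about 25% in these data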;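 also: 0% = DMSO wells with enzyme and 100% = wells lacking Arfgap1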
#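 Material: truncated rat Arfgap1 GAP domain; Incubation: compound-enzyme preincubation 20 min, reaction 120 min, detection 60 min, 25 °C; Read-out: percent inhibition of Arfgap1-stimulated GTP hydrolysis; Technique: FP, GDP Alexa 633 tracer displaced from anti-GDP antibody, 620/688 nm; Controls: No-Arfgap1 wells (100%) versus DMSO full-reaction wells (0%); Replication: single well per compound.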
# Tn7 DDE FP: inhibitors of Tn7 peptide binding to human fibrin DD(E). hit rate 0.13% among 370,000. AID 720508. FP displacement of FITC-Tn7 peptide from fibrin DD(E); 0% = median of compound wells per plate. inhibition, % at 8.3 µM;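 active = inhibition above the mean of compounds falling within the control limits plus 3 SD of them, cut at about 14% in these data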;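 also: 0% = plate median of compound wells and 100% = 10 µM Aha-Tn7 peptide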
#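 system = human fibrin DD(E) protein | quantity = DD(E) 2 µM final | medium = Tris/NaCl/CaCl2 buffer, pH 7.8 | also added = labelled Tn7 tracer, 0.1 µM | compound dosing = single point at 8.3 µM | timing = compound with protein 10 min, then 3 h after probe, room temperature | signal = FP measurement | benchmarks = Aha-Tn7 high control | repeats = one replicate per compound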
# PLC-gamma1 inh: PLC-gamma1 (human) inhibition, primary screen; P19174; purified PLC-gamma1, fluorogenic substrate, fluorescence; inhibition, % at 12.2 µM; hit rate 0.84% among 370,000; in the data active = inhibition above about 9.5%
# proKLK7 act: activates the human kallikrein-7 zymogen | P49862 | purified proKLK7, EDANS-DABCYL substrate fluorescence; 100% is mature enzyme control, 0% vehicle | activation, % at 7 µM | hit rate 0.9% among 370,000 | AID 652039;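 active = activation above the mean of all tested compounds plus 3 SD, computed per campaign excluding outliers beyond control limits, cut at about 13% in these data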
# PLC-beta3 inh: blocks human PLC-beta3 enzyme activity; inhibition, % at 12.2 µM; hit rate 0.18% among 370,000; Purified PLC-beta3, fluorogenic substrate, fluorescence; in the data active = inhibition above about 11%;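 also: 0% = median of compound wells on plate and 100% = full blocker control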
# UHRF1 binding: human UHRF1 methylated DNA binding inhibitors. UHRF1 binding to methylated oligo, TR-FRET. hit rate 0.75% among 370,000. AID 687016. Q96T88. inhibition, % at 4.4 µM; in the data active = inhibition above about 21%;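 also: UHRF1 SRA domain binding a hemimethylated CpG hairpin DNA probe; 0% = median of test compound wells and 100% = reference inhibitor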
# Rev-erbA mod: modulators of human Rev-erb alpha DNA binding; Rev-erbα–FITC-DNA binding, fluorescence polarization, 90 min; P20393; hit rate 0.79% among 370,000; activity, % at 10 µM;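 active = activity above about 14%, limit read from the data; passing the limit was not always enough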;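 also: 0% = DMSO wells with 35 nM protein and 100% = DMSO wells with 750 nM protein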
# sPLA2-III inh: Blocks human group III sPLA2 activity | Q9NZ20 | QFRET BODIPY PC-A2 liposome hydrolysis, fluorescence | inhibition, % at 12.2 µM | hit rate 0.56% among 370,000;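 active = inhibition above mean plus 3 SD of compounds lying within the high and low control bounds, cut at about 19% in these data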;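 also: 0% = median of test compound wells and 100% = no enzyme DMSO wells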
# ASAP1 GAP inh: ASAP1 ArfGAP inhibition. ASAP1-stimulated ARF1 GTP hydrolysis, GDP FP detection. inhibition, % at 16.5 µM. hit rate 0.19% among 360,000. AID 624377; in the data active = inhibition above about 25%;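 also: 0% = vehicle with enzyme and substrate and 100% = no enzyme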
# Active calls of the source: *; . = no result given. Rows are unselected, and some 4.5% of all compounds hit somewhere here.
SMILES,DDE Tn6 FP inh,ARFGAP1 inh,Tn7 DDE FP,PLC-gamma1 inh,proKLK7 act,PLC-beta3 inh,UHRF1 binding,Rev-erbA mod,sPLA2-III inh,ASAP1 GAP inh
O[C@@H]1CN(Cc2cccs2)[C@@H](c2ccc(Cl)cc2)C[C@H]1n1cc(-c2ccc(F)cc2)nn1,-0.7,2.8,2.5,3.7,-0.7,2.0,-0.1,0.8,10.1,1.7
CC(=O)c1cccc(N(CC(=O)O)S(C)(=O)=O)c1,-7.0,14.3,-1.5,4.0,0.3,2.5,1.9,-3.8,9.0,-3.4
CN(Cc1ccco1)C(=O)CN1C(=O)C2(OCCCO2)c2ccccc21,1.2,.,-0.5,-1.1,0.5,-1.3,-1.0,-7.9,1.2,.
COC(=O)C1=C(C)N(Cc2ccc(C(F)(F)F)cc2)C(=NCc2ccc(OC)cc2)NC1c1ccccc1C(F)(F)F (stereo not drawn),-2.6,0.5,-5.0,9.9*,0.0,3.7,4.3,-4.1,3.4,7.4
O=C(NCc1ccc2c(c1)OCO2)C1CC(=O)N(c2ccc(Cl)cc2)C1 (stereo not drawn),-2.6,-11.5,4.2,-1.1,0.0,-7.3,-3.1,7.8,-8.8,-4.6
O=c1c2ccccc2nc(-c2ccc(F)cc2)n1NCc1ccccc1O,-3.9,-4.5,0.9,0.6,-0.2,1.6,-0.9,0.6,-9.2,2.7
O=C(O)COc1ccccc1/C=N/Nc1ccc(S(=O)(=O)Nc2ccc(Cl)cc2)cc1[N+](=O)[O-],-10.4,4.4,1.4,5.6,0.2,1.9,3.0,0.6,-38.5,4.4
CSc1nsc(N/N=C/c2ccccc2)c1C#N,7.2,13.2,-4.4,-45.4,-0.9,-60.1,3.5,-1.6,11.4,17.8
Cc1ccccc1-n1c(C)nnc1SCc1cc(=O)oc2ccc3ccccc3c12,-2.1,-1.9,1.7,-63.6,-10.5,-74.7,-1.1,-1.1,-25.7,-6.9
O=C1Nc2ccccc2CCc2ccccc21,-2.0,-3.5,0.6,-1.0,1.0,0.2,2.1,6.2,-2.0,10.9
COc1ccc(C)cc1NC(=O)C(c1ccccc1)N1CCN(CC(=O)NC2CC2)CC1 (stereo not drawn),-1.2,15.0,0.6,-2.9,0.6,-6.0,0.4,-0.2,-4.7,4.8
Cc1occc1C(=O)N/N=C/C(Br)=C/c1ccccc1,-4.2,8.4,-4.8,6.7,0.5,0.3,-0.5,-0.4,-0.8,-9.6
CCCC(=O)Nc1ccc2c(c1)nc(CN1CCCC1)n2C,-4.2,-1.8,-1.6,-6.9,-0.3,-10.5,-0.4,-4.5,4.0,6.9
O=C(CCCc1nc2ccccc2s1)N1CCN(c2ccccc2F)CC1,-0.8,-9.3,2.3,0.9,0.9,3.3,-4.1,-2.0,-5.8,-16.6
Cc1cc(C(=O)COC(=O)COc2ccccc2C#N)c(C)n1CC1CCCO1 (stereo not drawn),4.5,-3.7,7.1,-1.2,0.6,-4.1,-3.1,-6.0,-5.0,-10.9
CCOC(=O)C1=C(Nc2ccc(Cl)cc2)OCC1=O,4.8,-10.6,3.0,1.1,-0.4,-8.2,1.4,3.3,10.8,-9.1
Cc1cnc(NC(=O)C(C)N2C(=O)C3CC=CCC3C2=O)s1 (stereo not drawn),-2.1,0.8,0.4,2.3,0.3,-3.0,-2.9,4.5,0.0,-5.7
COC(=O)c1nccc2c1[nH]c1ccccc12,6.1,6.0,6.4,-104.8,1.4,-122.1,-1.8,-3.7,-0.3,-0.9
C=CCn1c(N)c(C(=O)Nc2cccc(C)c2)c2nc3ccccc3nc21,-2.6,9.9,-2.7,-87.9,-0.7,-111.0,-7.8,6.7,-23.8,3.6
O=C(OCc1c(-c2ccccc2)ncc2ccccc12)N1CCOCC1,-0.2,6.1,-4.2,0.1,0.0,1.2,1.1,-2.3,1.6,11.6

# Three compounds already listed, ordered by their value in ARFGAP1 inh, low to high:
SMILES	ARFGAP1 inh
Cc1ccccc1-n1c(C)nnc1SCc1cc(=O)oc2ccc3ccccc3c12	-1.9
O[C@@H]1CN(Cc2cccs2)[C@@H](c2ccc(Cl)cc2)C[C@H]1n1cc(-c2ccc(F)cc2)nn1	2.8
CSc1nsc(N/N=C/c2ccccc2)c1C#N	13.2

# Of the compounds above, two contain a furan ring, fused or not:
SMILES,DDE Tn6 FP inh,ARFGAP1 inh,Tn7 DDE FP,PLC-gamma1 inh,proKLK7 act,PLC-beta3 inh,UHRF1 binding,Rev-erbA mod,sPLA2-III inh,ASAP1 GAP inh
CN(Cc1ccco1)C(=O)CN1C(=O)C2(OCCCO2)c2ccccc21,1.2,.,-0.5,-1.1,0.5,-1.3,-1.0,-7.9,1.2,.
Cc1occc1C(=O)N/N=C/C(Br)=C/c1ccccc1,-4.2,8.4,-4.8,6.7,0.5,0.3,-0.5,-0.4,-0.8,-9.6

# (more compounds)
SMILES,DDE Tn6 FP inh,ARFGAP1 inh,Tn7 DDE FP,PLC-gamma1 inh,proKLK7 act,PLC-beta3 inh,UHRF1 binding,Rev-erbA mod,sPLA2-III inh,ASAP1 GAP inh
CCOc1ccccc1CN1CCCC(C(=O)Nc2cccc(-n3cccn3)c2)C1 (stereo not drawn),-1.8,2.7,1.6,1.2,0.4,-3.0,0.8,-2.4,-10.2,5.6
CCN(CC)C(=O)CN1C(=O)COCC1=O,-3.3,1.8,2.0,1.8,-0.3,2.9,3.5,1.1,-5.4,0.4
CCOC(=O)c1cc(-c2ccccc2)nn1-c1ccccn1,7.2,4.4,-0.4,0.1,-0.3,-9.9,-0.1,2.2,4.5,-5.0
CC(c1ccccc1)N1C(=O)NC(NC(=O)c2cccnc2)(C(F)(F)F)C1=O (stereo not drawn),3.7,-2.2,4.8,1.3,-0.1,0.0,-0.1,-0.4,2.5,6.0
Cc1c(Cl)ccc2c(C(=O)NCCN3CCCCC3)cc(-c3ccccn3)nc12,1.9,-3.9,1.6,-2.8,0.2,-8.2,-18.0,3.1,-15.1,-7.4
Cc1csc2ncc(C(=O)NC(C)c3ccccc3)c(=O)n12 (stereo not drawn),4.0,-1.0,-1.3,-42.8,1.9,-54.0,-0.1,3.7,-0.1,2.9
O=C1c2ccccc2C2=Nc3ccccc3SC(c3ccccc3F)C12 (stereo not drawn),-4.8,8.2,-3.6,6.1,0.1,4.9,4.4,9.2,8.5,-3.5
CCOC(=O)C1=C(c2ccccc2)Nc2c(c(=O)n(C)c(=O)n2C)C1c1ccc(O)c(OC)c1 (stereo not drawn),-1.2,8.3,4.2,1.2,0.4,-1.1,4.1,6.3,-4.5,-7.1
CCn1nnc(NC(=O)c2ccc(-c3ccccc3[N+](=O)[O-])o2)n1,-12.8,-6.3,-0.2,1.8,-0.1,0.6,-0.1,0.4,-3.4,7.5
CN1CCN(c2ccc(NC(=O)c3ccc(Oc4ccccc4)cc3)cc2)CC1,-1.0,1.8,0.9,0.8,-0.3,2.4,-1.1,-3.9,-1.7,-2.0
C=CCn1c(SCC(=O)N(C)C2CCCCC2)nnc1C1CC1,4.9,10.5,-0.8,1.0,0.3,-2.9,-0.2,10.3,2.9,-1.8
O=C(/C=C/c1cccc([N+](=O)[O-])c1)NCc1ccc2c(c1)OCO2,10.8,0.3,3.8,1.2,-0.8,-2.8,14.4,2.6,15.1,-4.5
CCCc1cc(C(=O)Nc2cccc(Cl)c2C)no1,-0.6,10.7,-8.7,2.1,-0.1,3.8,-2.2,0.1,5.7,-5.0
Cc1ccc(NS(=O)(=O)c2ccc(C(=O)NC3CCN(Cc4ccccc4)CC3)cc2)cc1,1.9,-0.3,-1.2,3.7,0.0,-7.9,2.1,1.8,-32.7,-0.3
COc1cc(NC(=O)C2CCCN(S(=O)(=O)c3cccs3)C2)cc(OC)c1 (stereo not drawn),2.2,.,4.4,-1.6,0.3,0.7,-0.2,-5.1,-10.2,.
Cc1cccc(/C(N)=N/OC(=O)c2ccc(Cl)cc2Cl)c1,-2.8,-8.2,2.4,2.2,0.5,3.1,-2.1,1.1,-5.7,0.7
Cc1c(C2Nc3ccccc3C(=O)N2O)cnn1C (stereo not drawn),3.0,-4.7,-2.0,-5.7,-0.2,-5.5,0.5,0.4,1.2,-10.4
Cc1ccc(Cc2c(-c3ccco3)nc3c(C)cc(Br)cn23)cc1,4.8,-13.1,-1.4,-17.1,-0.7,-27.5,20.9*,-11.9,0.2,-3.7
CN(C)/C=C/C(=O)c1ccc(OCCN(C)c2ccccn2)cc1,4.2,-8.4,5.9,-29.1,1.3,-41.9,-1.1,7.7,-7.1,-2.2
CC1CN(C)C(C)C/C1=N/Oc1ccccc1[N+](=O)[O-] (stereo not drawn),0.7,-6.0,0.5,1.1,-0.2,3.0,-5.3,10.6,6.5,-0.1
CC(C)(C)OC(=O)NC(Cc1ccccc1)C1CC(C#N)C(=O)O1 (stereo not drawn),4.9,.,1.8,-0.2,.,-1.0,-2.1,3.8,-8.8,.
CCOCCCNS(=O)(=O)c1ccc(Br)cc1,1.8,-10.6,5.1,-2.1,-0.2,5.1,0.1,-0.8,-0.4,-10.4
Cc1ccc(NC(=S)Nc2ncccc2C)c(C)c1,5.5,-7.1,2.7,2.5,0.4,-0.3,-3.2,0.9,15.2,-2.6
COCCNC(=O)[C@@]1(C)C=C[C@@H](Cc2ccccc2)N1C(=O)c1ccccc1,-3.0,-3.5,-2.9,0.0,0.3,-1.1,-1.4,1.8,-4.4,0.0
Cc1ccc(OC(C)C(=O)Nc2cccc(S(=O)(=O)N3CCCCCC3)c2)cc1 (stereo not drawn),-8.4,13.3,-2.5,-3.0,1.1,-4.4,-0.8,-6.7,-15.8,-1.0
CN(c1nc2ccccc2n2c(C3CC3)nnc12)S(=O)(=O)c1ccccc1,5.6,-2.2,-0.8,1.5,-0.1,-2.7,3.0,0.1,8.9,9.7
COc1cccc(C(=O)Nc2ccc(C3CC3(Cl)Cl)cc2)c1 (stereo not drawn),-10.4,13.4,2.8,-2.4,0.4,-3.3,3.0,3.0,-14.8,-3.9
Cc1ccc2nc(-c3ccc(NC(=O)CSc4nnc(-c5cc(-c6ccc(F)cc6)n[nH]5)n4N)cc3)sc2c1,2.3,.,0.5,-29.1,4.6,-38.7,-1.6,9.3,2.1,.
CCOc1cc(/C=C/C(=O)OCC(=O)N(CC)C2CCS(=O)(=O)C2)cc(Cl)c1OC (stereo not drawn),2.4,4.0,-6.0,-9.1,-0.4,-3.5,-3.0,-3.2,5.1,1.4
Cn1c(=O)c2c(nc(SCc3nc(N)nc(N4CCCCC4)n3)n2C)n(C)c1=O,-3.7,6.0,4.5,-0.7,-0.1,3.0,2.1,-0.6,18.5,3.4

# Taken from above.
# PLC-gamma1 inh result of COCCNC(=O)[C@@]1(C)C=C[C@@H](Cc2ccccc2)N1C(=O)c1ccccc1 = 0.0
# DDE Tn6 FP inh result of Cc1ccc(NC(=S)Nc2ncccc2C)c(C)c1 = 5.5
